# SKN-1 block – C. elegans SKN-1 inhibition | inhibition, % at 21.8 µM | AID 624304 | 0.49% of 360,000 active | C. elegans VP596 Pgst-4::GFP/RFP ratio, acrylamide-induced, 24 h;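 active = interference check ratio from 0.5 to 1.5 plus GFP to RFP signal ratio inhibition reaching or exceeding a fixed threshold, cut at about 30% in these data, passing the limit was not always enough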; note: some compounds called inactive have numbers as strong as hits
# Rpn11 inh – inhibitors of human proteasome Rpn11 | AID 588493 | 0.59% of 360,000 active | human 26S proteasome, Ub4-pepOG fluorescence polarization; 20S core pre-blocked with epoxomicin | calls only at 20 µM | O00487;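 active = inhibition at 20 µM, scaled to each plate's controls, above about 33%, limit read from the data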
# CSN deneddyl inh – inhibitors of human CSN-mediated cullin deneddylation; inhibition, % at 12.5 µM; Q92905; 0.38% of 360,000 active; Purified CSN, SCF-Nedd8-OG deneddylation, fluorescence polarization;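 active = pattern-corrected inhibition above about 35%, with an unprinted fluorescence ratio check between 0.5 and 1.5, limit read from the data, passing the limit was not always enough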;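 note: 0% = enzyme with substrate and 100% = substrate without enzyme; some results filed as inactive read as strong as hits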
# Target sequence (Q92905 whole entry, looked up, one chain of several): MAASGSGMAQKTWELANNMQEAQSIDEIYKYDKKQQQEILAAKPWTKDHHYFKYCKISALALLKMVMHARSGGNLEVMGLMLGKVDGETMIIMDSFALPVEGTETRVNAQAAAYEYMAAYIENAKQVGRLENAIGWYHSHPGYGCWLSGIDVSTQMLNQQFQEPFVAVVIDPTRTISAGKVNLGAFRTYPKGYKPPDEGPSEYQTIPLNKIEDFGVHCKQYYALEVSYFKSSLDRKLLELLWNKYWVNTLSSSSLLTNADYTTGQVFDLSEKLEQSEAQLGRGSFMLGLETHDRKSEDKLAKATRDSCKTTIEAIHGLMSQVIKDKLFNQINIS
#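 Assay system: Purified human Csn5 enzyme expressed in HEK293T cells | Amount: Enzyme 0.24 nM | Measured by: Fluorescence polarization readout | Medium: Tris/NaCl/DTT buffer, pH 7.5 | Compound dosing: One concentration, 12.5 µM, 0.25% DMSO | Times: 90 min incubation of compound, enzyme and substrate at room temperature | Control set: no-enzyme wells high, enzyme-with-substrate wells low | Read-out: % inhibition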
# NadD block – inhibitors of Staphylococcus aureus NadD | purified NadD enzyme, colorimetric absorbance read-out | inhibition, % at 20 µM | 0.78% of 360,000 active; in the data active = inhibition above about 26%; note: some compounds past the cut are filed as inactive
# Rin1 Abl inh – blocks binding of human Rin1 to Abl. TR-FRET Rin1/Abl binding, biochemical. inhibition, % at 7.35 µM. 0.4% of 360,000 active. AID 588664; in the data active = inhibition above about 5%, passing the limit was not always enough
# MT1-MMP act inh – blocks activation of human MT1-MMP; HT1080 RFP-PRO-GFP cells, GFP/RFP ratio fluorescence, overnight; percent of plate control window, DMSO zero; GFP/RFP ratio change, % at 20 µM; 0.061% of 360,000 active;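 active = GFP/RFP ratio change of at least 30% with cell ATP level not reduced by more than half and red fluorescence within 50% of control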; note: strong numbers were not always called active
#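 Material – HT1080 RFP-PRO-GFP cells · Control set – DMSO wells and RFP-L50D-GFP cells · Incubation – overnight cell settling, then overnight compound exposure, 37 °C, 5% CO2 · Compound dosing – single-point 20 µM compound, 1% DMSO · Read-out – GFP/RFP fluorescence ratio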
# FAS TE block – blocks the thioesterase domain of human fatty acid synthase | P49327 | recombinant FAS-TE, OMFH fluorogenic substrate, fluorescence endpoint | inhibition, % at 15 µM | 0.67% of 360,000 active;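 active = compounds whose normalised, plate-corrected inhibition of enzyme fluorescence in the single-dose primary screen is 50% or more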;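 note: 0% = DMSO with enzyme and 100% = substrate without enzyme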
# PABP1 MLLE inh – inhibitors of microRNA-mediated deadenylation, human PABP1 MLLE binding; GST-MLLE / FITC-PAM2 fluorescence polarization; P11940; inhibition, % at 20 µM; 0.36% of 360,000 active; in the data active = inhibition above about 35%, passing the limit was not always enough;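 note: plate controls were DMSO wells with GST-MLLE for no effect and wells lacking GST-MLLE protein for full effect; some results filed as inactive read as strong as hits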
# Neddyl block – inhibitors of human cullin neddylation | P61081+Q13564 | TR-FRET cullin neddylation, biochemical | calls only at 25 µM | 0.58% of 360,000 active | AID 651699; in the data active = inhibition above about 36%
# Target sequence (P61081 whole entry, looked up): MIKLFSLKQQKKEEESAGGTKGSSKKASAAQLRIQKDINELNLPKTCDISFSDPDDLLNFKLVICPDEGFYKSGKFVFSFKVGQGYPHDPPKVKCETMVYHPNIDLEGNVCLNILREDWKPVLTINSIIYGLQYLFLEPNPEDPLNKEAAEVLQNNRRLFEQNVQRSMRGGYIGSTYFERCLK
# Target sequence (Q13564 whole entry, looked up): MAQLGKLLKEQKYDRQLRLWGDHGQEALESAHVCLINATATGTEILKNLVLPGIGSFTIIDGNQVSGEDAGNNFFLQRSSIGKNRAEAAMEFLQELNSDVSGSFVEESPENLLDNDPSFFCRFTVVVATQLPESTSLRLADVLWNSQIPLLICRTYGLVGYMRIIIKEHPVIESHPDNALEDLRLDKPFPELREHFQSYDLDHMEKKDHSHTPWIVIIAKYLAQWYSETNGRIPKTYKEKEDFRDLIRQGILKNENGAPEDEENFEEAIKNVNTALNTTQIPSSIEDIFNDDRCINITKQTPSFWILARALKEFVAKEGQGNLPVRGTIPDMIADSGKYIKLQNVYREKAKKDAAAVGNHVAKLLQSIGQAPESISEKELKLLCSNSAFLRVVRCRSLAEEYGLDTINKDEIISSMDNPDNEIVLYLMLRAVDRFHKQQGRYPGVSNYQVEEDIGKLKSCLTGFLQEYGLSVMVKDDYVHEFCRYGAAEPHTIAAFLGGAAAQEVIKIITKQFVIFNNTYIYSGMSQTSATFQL
# Starred values were filed as active, the others as inactive; i = inactive; · = no result given.
# Start of the listing, in advance:
SMILES,SKN-1 block,Rpn11 inh,CSN deneddyl inh,NadD block,Rin1 Abl inh,MT1-MMP act inh,FAS TE block,PABP1 MLLE inh,Neddyl block
CC(=O)Nc1ccc(S(=O)(=O)Oc2ccc(/C=N/N=C3/NC(=O)C(CC(=O)O)S3)cc2)cc1 (stereo unspecified),8,i,-8,-1,0,-1,-6,-7,i
O=C(O)c1nsc(Cl)c1Cl,-24,i,-3,1,-2,8,-6,-4,i
Cn1cnc([N+](=O)[O-])c1C(=O)Nc1cccc([N+](=O)[O-])c1,0,i,6,-1,0,-1,2,6,i

# The list itself, from the start:
SMILES,SKN-1 block,Rpn11 inh,CSN deneddyl inh,NadD block,Rin1 Abl inh,MT1-MMP act inh,FAS TE block,PABP1 MLLE inh,Neddyl block
CC(=O)Nc1ccc(S(=O)(=O)Oc2ccc(/C=N/N=C3/NC(=O)C(CC(=O)O)S3)cc2)cc1 (stereo unspecified),8,i,-8,-1,0,-1,-6,-7,i
O=C(O)c1nsc(Cl)c1Cl,-24,i,-3,1,-2,8,-6,-4,i
Cn1cnc([N+](=O)[O-])c1C(=O)Nc1cccc([N+](=O)[O-])c1,0,i,6,-1,0,-1,2,6,i
CC(C(=O)O)c1ccc(C(=O)c2ccccc2)s1 (stereo unspecified),1,i,2,2,-4,-3,0,-1,i
CCOc1ccccc1NC(=O)COC(=O)/C=C/c1ccc(OC)c(OC)c1,12,i,-2,-17,4,-1,15,1,i
Cc1ccc2cc(NC(=O)C3(C)CCN(C)C3)ccc2n1 (stereo unspecified),-6,i,0,4,-4,0,-6,-10,i
CCc1nc2c(OCc3ccc(F)c(F)c3)cccn2c1N(C)C(=O)c1ccco1,17,i,-5,6,0,-7,4,-12,i
COc1ccc(/C=C(\C#N)C(=O)NCC(c2ccc(F)cc2)N2CCOCC2)cc1 (stereo unspecified),7,i,-2,-1,-7,-7,16,7,i
O=C(NCCN1CCNC1=O)C1CCC(=O)N(Cc2cccc(C(F)(F)F)c2)C1 (stereo unspecified),-3,i,-3,-3,5,0,-4,4,i
CC(C)CC(NC(=O)C1CCCN1C(=O)CNC(=O)OCc1ccccc1)C(=O)O (stereo unspecified),-10,i,-1,-2,3,-5,-6,-7,i
COc1ccc(-c2ccc(SCC(=O)Nc3nccs3)nn2)cc1OC,-11,i,2,3,-1,1,-4,6,i
O=Cc1ccc(-c2cccs2)s1,-1,i,-2,-3,3,-1,-1,-5,·
Oc1ccc(C[C@H]2CNC(=S)N2CC2CCCN2C[C@H](Cc2ccc(O)cc2)N2C[C@H](Cc3ccccc3)N(CCc3ccccc3)C2=S)cc1 (stereo partly specified),1,i,-5,26,-3,-6,-87,-11,i
COc1ccc(S(N)(=O)=O)cc1C(=O)OCC(=O)N1CC(=O)Nc2ccccc21,6,i,1,-1,1,1,-8,18,i
CCOC(=O)c1cccc(NC(=O)CCc2nc(-c3ccc(C)cc3)no2)c1,11,i,4,-13,-2,-5,23,-9,i
COC(=O)[C@@H](CC(C)C)NS(=O)(=O)N(Cc1ccccc1)[C@@H](CC(C)C)C(=O)OC,18,i,2,-8,-1,-7,19,-2,i
Cc1ccc(NC(=O)CCc2nnc3ccc(N4CCC5(CC4)OCCO5)nn23)nc1,5,i,1,-3,-6,-11,-7,-2,i
Cc1ccc(NC(=O)CN2CCCCCC2)cc1[N+](=O)[O-],-14,i,-3,-4,-2,2,3,-5,i
O=S(=O)(c1ccc(-c2ccno2)s1)N1CCCCC1,-2,i,3,-3,-3,-10,5,0,i
CCOc1ccc(CNC(=O)CCC(=O)N2Cc3cccc(OC)c3Oc3ncccc32)cc1,3,i,-4,-2,7,0,-6,-12,i
CCc1ccc(OCCOCC(O)CN(CCO)CCO)cc1 (stereo unspecified),7,i,-2,-3,0,0,-6,0,i
Cn1c(SCC(=O)NCc2cccs2)nnc1-c1ccco1,-2,i,2,-2,0,7,-6,3,i
CC1(C)Cc2c(sc(NC(=O)Nc3ccccc3)c2C(N)=O)CO1,20,i,6,-2,-1,-1,-1,1,i
O=C(CSc1ccc(-c2ccccc2)nn1)c1cccs1,-4,i,-2,-1,-8,1,10,10,i
O=C1C=CC2C3C(=O)N(c4ccccc4)C(=O)C3C1N2Cc1ccccc1 (stereo unspecified),-6,i,8,-2,0,-2,2,4,i
CCCn1c(C2CCCN2c2nc(-c3cccc(Br)c3)cs2)nc2ccccc21 (stereo unspecified),24,i,-8,18,-2,-2,24,2,i
CC1(C(=O)NS(=O)(=O)C2CC2)CCN(C(=O)c2cc3ccccc3s2)C1 (stereo unspecified),-3,i,-3,0,2,-2,-3,2,i
CC(NC(=O)C1CCC(C)(C(=O)O)C1(C)C)c1ccccc1 (stereo unspecified),26,i,2,5,-2,-1,-5,2,i
CC(C)OC(=O)C1=C(N)N2C(=O)CSC2=C(C(=O)OC(C)C)C1,27,i,18,6,-2,-13,-10,-21,i
c1ccc(-c2nn3nnnc3c3ccccc23)cc1,-17,i,-6,4,0,4,1,9,i
O=C(O)c1cccc(N2C(=O)c3cc4cccc(Br)c4cc3C2=O)c1,3,i,2,-3,-6,-6,-5,-11,i
CCOC(=O)N1CCC(=NNC(=O)COc2ccc(OC)cc2)CC1,-3,i,-2,-4,-1,1,-10,0,i
O=C(NC1CCCCC1)C(c1ccc(F)cc1)N(Cc1cccs1)C(=O)CN1C(=O)c2ccccc2S1(=O)=O (stereo unspecified),12,i,-6,13,-1,-3,3,5,i
COc1cccc(N(CC(=O)NCCSc2ccccn2)S(C)(=O)=O)c1,-1,i,-1,-3,0,1,-2,3,i
c1ccc(-c2nnsc2Sc2ccccn2)cc1,10,i,1,-8,0,-4,19,-6,i
C=CCN1C(=O)C(Cc2ccccc2)S/C1=N/N=C/c1cccs1 (stereo unspecified),5,i,1,3,3,-11,21,-3,i
CCOc1ccc(CCN2C(=S)N([C@@H](Cc3ccccc3)CN3CCCC3CN3C(=S)NC[C@@H]3Cc3ccccc3)C[C@@H]2Cc2ccc(O)cc2)cc1 (stereo partly specified),8,·,1,50*,·,5,-133,·,i
CCOC(=O)c1ccc(N2C(=O)CC(Sc3nc(O)c(CC)c(=O)[nH]3)C2=O)cc1 (stereo unspecified),31,i,1,-6,0,4,-8,22,i
OCCCc1nc2ccccc2n1Cc1ccccc1,5,i,0,4,2,-3,-2,-11,i
O=C(Nc1ccc(Cl)cc1)N1CCCC1,8,i,4,-4,-3,4,-7,-9,i
Cc1ccc(NC(=O)c2ncn(CCCN3CCN(c4ncccn4)CC3)n2)cc1C,0,i,0,-2,2,2,-8,-1,i
N#Cc1c(N)n(-c2ccccc2N)c2nc3ccccc3nc12,1,i,7,-3,-1,3,-4,-23,i
Cc1ccc(COc2ccc(CNCCCN3CCCCCC3=O)cc2)cc1,-6,i,1,-6,3,-1,-3,15,i
O=c1[nH]c(CSc2ncnc3sc(-c4ccccc4)cc23)nc2ccccc12,23,i,10,23,3,0,-2,-34,i
CCOc1ccc(-c2c(C(=O)N/N=C/c3ccc(OC(C)C)cc3)nnn2-c2nonc2N)cc1,4,i,-5,7,-3,-2,18,3,i
COc1ccccc1NC(=O)/C(=C/c1cccc([N+](=O)[O-])c1)c1ccccc1,1,i,2,-7,-5,0,27,-7,i
CCc1nnc2c(NCCc3ccccc3)nc3ccccc3n12,9,i,-2,-4,-1,8,-2,-4,i
CCC(C(=O)O)n1nnc(-c2ccc(-c3ccc(OC)cc3)cc2)n1 (stereo unspecified),-5,i,2,3,3,2,-7,1,i
CN(Cc1ccccc1)S(=O)(=O)c1ccc(NC(=S)NC(=O)C2CCCC2)cc1,-5,i,-4,-2,-7,-7,29,37,i
COc1ccc(/C=C/C(=O)c2ccoc2)cc1,10,i,5,-6,-2,-3,-8,-4,i

# Following part.
SMILES,SKN-1 block,Rpn11 inh,CSN deneddyl inh,NadD block,Rin1 Abl inh,MT1-MMP act inh,FAS TE block,PABP1 MLLE inh,Neddyl block
CC(NCC(O)COc1ccccc1)C1COc2ccccc2O1 (stereo unspecified),-28,i,4,-7,3,-2,0,13,i
CCOc1cc(C)ccc1OCc1nnc(SCC(=O)c2cccc([N+](=O)[O-])c2)n1C,9,i,1,6,-1,6,4,-73,i
COc1ccc(CCN2Cc3c(N)cccc3C2=O)cc1OC,5,i,-3,-4,-3,1,-4,-9,i
Cc1cc(C)cc(Nc2ccc(C(=O)O)cc2N)c1,-14,i,-2,-2,0,4,-7,13,·
O=C(NCCCn1ccnc1)C(=O)NCC(c1cccnc1)N1CCN(c2ccccc2)CC1 (stereo unspecified),3,i,-8,-2,-4,2,-6,5,i
Nc1nnc(C(c2ccccc2)c2ccccc2)s1,0,i,1,-2,-1,1,0,4,i
Cc1ccc(Oc2ccc(N)cc2)cc1,-32,i,0,-1,4,3,-4,8,i
NC(=O)c1ccc(-n2nc(C(F)(F)F)c3c2CCCC3)cc1,1,i,-14,-6,1,-3,4,2,i
NC(=O)c1ccsc1NC(=O)Cc1ccc([N+](=O)[O-])cc1,2,i,-5,-1,-3,6,3,4,i
CCc1nc(N(CC)CC)c2oc3ccccc3c2n1,12,i,3,0,1,-7,5,-3,i
Cc1cc2cc(CN(Cc3cccs3)C(=S)NCc3ccco3)c(=O)[nH]c2cc1C,11,i,-3,11,-1,0,17,-115,i
CN(C)S(=O)(=O)c1ccc(N2CCCC2)c(C(=O)Nc2nc3ccccc3s2)c1,12,i,-5,1,-2,6,4,-11,i
CCOc1ccc(N(CC)C(=O)CCNC(=O)Cn2ccc3ccccc3c2=O)cc1,7,i,-2,-7,4,1,1,1,i
COc1ccccc1NS(=O)(=O)c1ccc(C)c(NC(=O)NC2CCCCC2)c1,4,i,-2,2,-1,5,4,-5,i
CCOc1cc(N2CCOCC2)c(OCC)cc1NC(=O)COC(=O)c1ccccc1OC(F)F,9,i,10,-6,0,0,-6,5,i
CCOC(=O)c1c(NC(=O)C2CC2)sc(C)c1CC,12,i,8,-1,1,-2,14,8,i
C/C(=N\N=C(N)N)c1ccc(C)c(C)c1,27,i,4,-4,-4,0,-3,-5,i
CN(Cc1ccc(Br)s1)C(=O)CNC(=O)c1ccc2c(c1)OCO2,2,i,-1,-3,2,0,2,-3,i
Cc1ccc(NC(=O)CS(=O)CC(=O)N(CC(=O)NC2CCCC2)c2ccc3c(c2)OCCO3)cc1 (stereo unspecified),-11,i,-5,-8,2,-4,-6,-15,i
Clc1ccc(Oc2cnc3ccccc3n2)cc1,12,i,2,-8,-2,-13,12,17,i
Cn1nc(C(C)(C)C)c([N+](=O)[O-])c1C(N)=O,12,i,-1,4,6,3,-7,-9,i
Cc1ccc(/C=N/NC(=O)C[n+]2ccccc2)s1,-9,i,6,-4,1,-4,-2,-1,i
O=C(CCN1C(=O)c2ccccc2C1=O)N1CCC(c2ccccc2)C1 (stereo unspecified),10,i,2,-4,-1,-2,-9,11,i
CC[C@H](C)[C@@H](CN[C@H](CCCCNC)CNC)NCC1CCCC1,6,i,3,-1,3,4,-14,-3,i

# Screens deposited in PubChem by several laboratories.
